Tau fluor cs = counter-screen for tau fibril formation inhibitors. tau K18 P301L Alexa594 fluorescence, heparin fibrillization. Potency, µM (highest dose often 57.7 µM), inactives show at the top dose activity change, negative = decrease. 280,000 tested, 0.93% active. AID 1463; note: nearly all actives have a fitted effect of over 55% in size
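Human tau K18 P301L (15 uM unlabeled, 0.24 uM Alexa 594-labeled) in 100 mM sodium acetate pH 7 with 20 uM heparin, 6 hr at 37 C. ThT 30 uM added, 1 hr ambient; Alexa 594 FP and total fluorescence read at 555/632 nm.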
GLA spleen mod = inhibits or activates alpha-galactosidase in human spleen homogenate; AID 2107; P06280; human spleen homogenate, 4MU-alpha-Gal fluorescence, 40 min; 240,000 tested, 0.008% active; Potency, µM (doses to about 80 µM), for the others: at the top dose activity change, negative = inhibition, most hits filed as inhibitors;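 note: 0% = enzyme with vehicle and -100% = no enzyme basal signal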
Target sequence (P06280 32-429 limits assumed): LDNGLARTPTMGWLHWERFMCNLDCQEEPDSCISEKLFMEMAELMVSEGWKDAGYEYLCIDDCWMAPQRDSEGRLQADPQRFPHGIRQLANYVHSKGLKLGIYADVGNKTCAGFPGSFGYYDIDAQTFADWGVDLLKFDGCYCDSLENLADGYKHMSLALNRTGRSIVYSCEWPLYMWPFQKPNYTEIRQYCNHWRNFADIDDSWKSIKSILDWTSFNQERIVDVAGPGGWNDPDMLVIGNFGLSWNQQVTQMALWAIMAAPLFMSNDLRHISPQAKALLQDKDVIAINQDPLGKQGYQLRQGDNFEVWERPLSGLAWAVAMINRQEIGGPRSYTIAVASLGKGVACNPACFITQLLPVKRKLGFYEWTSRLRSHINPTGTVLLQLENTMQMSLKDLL
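Human spleen homogenate (1 ug) as enzyme source, 4-methylumbelliferyl-alpha-D-galactopyranoside 1 mM final, citrate/phosphate pH 5.0 with 0.01% Tween-20. Compounds 40 min at 37C, NaOH/glycine stop; fluorescence Ex 365/Em 440, Hill-fit AC50.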
TR SRC2 fluor cs = alters Texas Red total fluorescence, flagging assay interference | 280,000 tested, 0.29% active | Potency, µM (series often up to 106 µM), for the others: at the top dose fluorescence change, negative = quenching | AID 1479 | TRb/SRC2 Texas Red total fluorescence interference; active = well fitted curve in either direction with a large enough effect; inconclusive = small, poorly fitted or top-dose-only effect
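Human TRb ligand-binding domain at 0.6 uM with 20 nM Texas Red SRC2 peptide in Tris buffer containing 1 uM T3 and 5% DMSO, incubated with compound 5 h at ambient temperature. Total fluorescence (555/632 nm) calculated as parallel + 2 × perpendicular.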
ALDH1A1 block = ALDH1A1 (human) enzyme inhibition; AID 1030; Potency, µM (series often up to 75.3 µM), inactives show at the top dose activity, negative = inhibition, actives largely listed as inhibitors; 220,000 tested, 7.3% active; Purified ALDH1A1, NADH fluorescence, propionaldehyde substrate; P00352; active = well fitted inhibition curve with a large enough effect, not every such curve was filed as active; inconclusive = small, poorly fitted or top-dose-only effect, or another doubt; inactive = no such curve, though single readings can be large or run the other way;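 note: plate controls were no enzyme wells and a reference inhibitor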
Target sequence (P00352 whole entry, looked up): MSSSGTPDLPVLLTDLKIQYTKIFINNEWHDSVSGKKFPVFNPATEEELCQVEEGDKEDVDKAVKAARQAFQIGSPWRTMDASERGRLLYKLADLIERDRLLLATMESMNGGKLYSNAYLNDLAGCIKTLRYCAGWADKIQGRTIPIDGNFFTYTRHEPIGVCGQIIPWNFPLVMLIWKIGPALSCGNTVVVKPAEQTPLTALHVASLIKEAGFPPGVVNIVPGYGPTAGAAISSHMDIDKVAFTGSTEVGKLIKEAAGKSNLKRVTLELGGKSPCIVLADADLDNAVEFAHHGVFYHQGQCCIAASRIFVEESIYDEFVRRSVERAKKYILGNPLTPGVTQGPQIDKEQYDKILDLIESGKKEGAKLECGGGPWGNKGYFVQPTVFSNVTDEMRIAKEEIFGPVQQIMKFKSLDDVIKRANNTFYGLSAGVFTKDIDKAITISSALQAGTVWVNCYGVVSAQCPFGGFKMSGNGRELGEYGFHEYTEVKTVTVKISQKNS
TRb-SRC2 inh = TRbeta-SRC2 interaction inhibition; P10828; TRbeta-SRC2 peptide binding, fluorescence polarization; receptor liganded with 1 µM T3; Potency, µM (titrated, usually from 106 µM), for the others: top-dose activity change, negative = inhibition, most hits filed as inhibitors; 280,000 tested, 0.065% active; AID 1469;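 note: plate controls were bound peptide for no effect and peptide without receptor for full effect; nearly all actives have a fitted effect of over 50% in size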
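A fluorescence polarization screen tested compounds at multiple concentrations against complex formation between 0.6 uM TRb ligand-binding domain and 20 nM Texas Red SRC2 peptide, with 1 uM T3 present; readout after 5 hr.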
Tau fibril ThT = tau fibrillization inhibition (ThT binding). P10636. recombinant tau K18 P301L (four-repeat tau fragment), heparin-induced fibrillization, ThT fluorescence. Potency, µM (titrated, usually from 57.4 µM), without a hit: at the top dose activity, negative = inhibition, usual class: inhibitors. 270,000 tested, 2.1% active. AID 1460; note: nearly all actives have a fitted effect of over 55% in size
Target sequence (P10636 561-689 P618L limits assumed): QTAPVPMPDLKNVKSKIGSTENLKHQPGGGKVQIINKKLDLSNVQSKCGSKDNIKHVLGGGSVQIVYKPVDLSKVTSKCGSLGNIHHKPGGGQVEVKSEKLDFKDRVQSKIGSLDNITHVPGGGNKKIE
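Recombinant human tau K18 fragment […] carrying P301L, 15 uM unlabeled plus 0.24 uM Alexa 594-labeled, was fibrillized with 20 uM heparin in 100 mM sodium acetate pH 7 for 6 hr at 37 C; 30 uM ThT fluorescence read after 1 hr.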
L3MBTL1 inh = inhibitors of human L3MBTL1; Q9Y468; AlphaScreen L3MBTL1–H3K9me1 peptide binding; Potency, µM (titrated, usually from 57.1 µM), without a hit: at the highest dose activity, negative = inhibition, actives largely listed as inhibitors; 230,000 tested, 0.66% active; AID 485360; note: nearly all actives have a fitted effect of over 60% in size
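Displacement of a biotinylated histone H3(1-15) peptide monomethylated at Lys9 (75 nM) from L3MBTL1 (50 nM) was measured by AlphaScreen after a 30 min room-temperature compound incubation; cefsulodin titration served as intraplate control.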
Tau FP inhib = inhibitors of human tau fibril formation | P10636 | K18 P301L tau heparin fibrillization, Alexa594 FP, 6 h | Potency, µM (doses to about 57.7 µM), for inactives: at the top dose activity, negative = inhibition, hits mostly inhibitors | 280,000 tested, 0.39% active | AID 1468; note: nearly all actives have a fitted effect of over 55% in size
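Human tau K18 […] P301L fragment, 15 uM unlabeled plus 0.24 uM Alexa 594-labeled tau (final), with compound and 20 uM heparin in 100 mM sodium acetate pH 7; 6 hr at 37 C, then Alexa 594 FP read.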
* = called active by the depositor; u = inconclusive; x = not tested or not shown; & = joins results of further samples; [ ] = remark or other dose. Unless noted, calls come from the whole dose curve; as a rule, active = well fitted curve in the direction sought with a large enough effect; inconclusive = small, poorly fitted or top-dose-only effect, or another doubt; inactive = no such curve, though single readings can be large; an effect the other way counts as inactive or inconclusive. Unless noted, % is set by controls: 0 for no effect and ±100 for the full control effect; potency is the fitted concentration of half-maximal effect. The list is partial, so the mix of outcomes need not match the whole.

SMILES	Tau fluor cs	GLA spleen mod	TR SRC2 fluor cs	ALDH1A1 block	TRb-SRC2 inh	Tau fibril ThT	L3MBTL1 inh	Tau FP inhib
C[C@H](Cc1ccc2c(c1)OC(C(=O)O)(C(=O)O)O2)NC[C@H](O)c1cccc(Cl)c1	-6.1%&-10.8%	11.4%&-7.1%	0.5%&-2.7%	-5.1%&1.5%	1.6%&5.2%	-2.5%&-2.1%	x	-0.1%&1.5%
COc1ccc(C2SCC(=O)Nc3c2c(C)nn3-c2ccccc2)cc1OC (stereo unspecified)	1.4%	-9.4%	-1.8%	4.3%	-5.9%	-1.3%	2.0%	-0.4%
CC(=Nc1c(C)n(C)n(-c2ccccc2)c1=O)c1c(O)n(Cc2ccccc2)c(=O)[nH]c1=O	-0.5%	1.0%	-0.6%	-7.7%	-5.3%	-0.9%	3.8%	-4.7%
O=c1[nH]c(=O)n(CCC2=CCCCC2)c(O)c1C=NCc1cccnc1	4.5%	-7.5%	0.5%	25.1µM*	0.6%	-7.2%	5.4%	1.8%
CC/C(=C(\c1ccc(O)cc1)c1ccc(OCCN(C)C)cc1)c1ccccc1	u	0.8%	-4.6%[201 µM]	x	-5.5%[201 µM]	u	x	11.8%
CCCCCCCCCCCCCC(=O)O[C@@H]1[C@@H](C)[C@@]2(O)[C@@H](C=C(CO)C[C@]3(O)C(=O)C(C)=C[C@@H]23)[C@@H]2C(C)(C)[C@]12OC(C)=O	-27.1%	-17.3%	-3.9%	-2.9%	-4.8%	u	x	-0.7%
Cn1c(SCC(=O)Nc2ccccc2F)nc2c([nH]c3ccccc32)c1=O	-4.2%	x	u	x	-2.2%	13.2%	x	-3.5%
CCOP(=S)(OCC)SCC(=O)NC(C(=O)O)C(C)C (stereo unspecified)	-3.4%	6.2%	1.3%	u	-17.1%	-3.0%	x	-6.0%
CCC(=O)N1N=C2C3CCN(CC3)C2C1c1ccc(C)cc1 (stereo unspecified)	-1.3%	-5.1%	-1.0%	u	14.1%	4.8%	-8.7%	8.2%
COc1ccc2c(c1O)-c1cccc3c1C(C2)N(C)CC3 (stereo unspecified)	-24.2%	u	-3.0%	u	2.4%	u	x	u
O=C(c1ccc2c(c1)ncn2C1CCCCCC1)N1CCC2(CC1)OCCO2	1.5%	-3.6%	-1.4%	-12.7%	-0.4%	-6.4%	6.3%	-0.9%
CCCOc1ccc(C2SCC(=O)Nc3c2c(C)nn3-c2cccc(C)c2)cc1OC (stereo unspecified)	-11.8%	x	1.2%	x	-8.7%	-5.8%	x	2.5%
COC(=O)NC(=C(Cl)Cl)P(=O)(c1ccccc1)c1ccccc1	-5.8%[11.6 µM]	0.3%	-1.7%	x	-5.1%	x	x	-7.4%[11.6 µM]
CCNC(=S)N1CCn2cccc2C1c1cccnc1 (stereo unspecified)	-0.7%	4.2%	-0.2%	5.6%	3.7%	-1.3%	x	11.9%
O=C(Nc1ccc2c(c1)OCO2)c1cccn(Cc2ccc(F)cc2)c1=O	u	x	-0.3%	x	7.3%	-11.1%	x	-4.9%
CC(=NCc1ccc2c(c1)OCO2)c1c(O)n(-c2ccccc2)c(=O)[nH]c1=O	-11.4%	-6.3%	0.7%	x	0.7%	-6.7%	3.0%	2.4%
Cc1nn(Cc2ccc(Cl)cc2Cl)c(Cl)c1C(=O)Nc1ccc(OC(F)F)cc1	-7.1%	-0.4%	-0.3%	8.6%	3.8%	3.3%	6.5%	-2.8%
CC(C)CCN1CCN(Cc2c(F)cccc2Cl)CC1CCO (stereo unspecified)	-9.2%	-5.3%	-1.5%	11.8%	-0.6%	-4.4%	-0.5%	-16.3%
COc1cccc(-c2nc3ccc(N4CCN(C)CC4)cc3[nH]2)c1	-8.3%	3.4%	-3.7%	u	2.1%	-13.3%	x	-0.6%
CCOC(=O)C1=C(N)Oc2cc(C)oc(=O)c2C12C(=O)N1c3c(cccc32)C(C)=CC1(C)C (stereo unspecified)	-18.3%	-0.4%	-1.3%	u	-0.8%	-6.3%	-4.2%	-5.2%
CC(=O)OC1C[C@@]2(C)C(c3ccoc3)C[C@H]3O[C@@]32[C@@]2(C)C(=O)C(O)=C3C(C)(C)C(=O)C=C[C@]3(C)C12 (stereo partly specified)	-17.0%	-1.3%	0.2%	-2.5%	-4.4%	8.91µM*	x	u
CCOc1cc(C2C(C#N)=C(N)Oc3c2c(=O)oc2ccccc32)ccc1OC(=O)c1cccs1 (stereo unspecified)	u	-11.9%	-9.4%	18.1%	1.1%	-10.7%	2.7%	u
OC(Cn1c2ccccc2c2ccccc21)C[n+]1ccccc1 (stereo unspecified)	-8.3%	-6.4%	-1.8%	8.1%	-17.6%	1.0%	0.7%	6.4%
CCN1CCN(Cc2ccc(C)cc2)CC1	5.5%	-7.4%	3.7%	u	-0.6%	5.2%	2.8%	7.2%
C=CCn1c(O)c(/C=C/C=Nc2ccccc2)c(=O)[nH]c1=O	-9.8%	-6.0%	0.3%	-4.8%	-1.7%	-14.7%	-2.2%	2.3%
CC/C(=N\Nc1cccc2ccccc12)c1c(O)[nH]c(=O)[nH]c1=O	u	4.0%	-2.2%	14.1µM*	1.0%	28.2µM*	-8.8%	u
CCCCn1c(=O)c(C(=O)Nc2ccccc2)c(O)c2ccccc21	-8.9%	8.7%	-0.9%	2.3%	-0.7%	-6.3%	5.3%	3.5%
CC(C)(Cl)Cl	x	6.6%	1.0%	3.1%	-3.9%	x	x	x
OC(c1ccncc1)(c1ccc(F)cc1)c1ccc(F)cc1	1.5%	-8.8%	-5.0%	12.9%	1.8%	5.8%	2.3%	4.9%
O=C(Nc1ccon1)c1cccn(Cc2ccccc2)c1=O	-4.3%	x	1.0%	x	-5.2%	-5.7%	x	-2.6%
COP(=O)(Cc1ccc(C#N)o1)OC	-15.7%	8.9%	0.9%	x	-0.5%	-9.0%	9.5%	-4.6%
COc1ccccc1OCC(=O)N1CCN(Cc2ccc3c(c2)OCO3)CC1	-11.6%	5.0%	-3.1%	9.4%	6.5%	-7.6%	11.2%	-2.2%
COc1ccc2[nH]cc(CCN(C)C)c2c1	5.4%&-13.0%&-2.7%	0.4%&-3.7%&-2.6%	-0.2%&-30.8%&-0.4%	-2.1%&-8.2%&2.1%	-3.5%&-0.9%&5.6%	-4.8%&-13.4%&-1.1%	u	1.2%&7.6%&-1.3%
O=C1NC(=S)N(c2ccc(F)cc2)C(=O)/C1=C\c1ccoc1	-20.6%	0.3%	7.2%	u	12.9%	17.8µM*	x	u
CCCc1cc2c(n1CCO)C(C)C1CN(C(=O)c3ccccc3)C(C)(C(=O)OC)C21 (stereo unspecified)	-4.0%	-11.8%	-0.7%	6.4%	3.0%	-17.6%	x	-4.8%
Clc1ccc([C@@H](OCCN2CCCCC2)c2ccccc2)cc1	x	1.7%[29.1 µM]	-0.4%[53 µM]	9.5%[20.9 µM]	-2.5%[53 µM]	x	x	x
Cc1onc(-c2ccccc2)c1C(=O)N1CCC2(CC1)OCCO2	-0.1%	0.0%	0.3%	u	4.9%	3.1%	2.7%	-3.8%
CN(C)c1ccc(N)cc1	x	-6.6%	16.1%	14.1µM*	-27.8%	x	x	x
NNC(=O)CN1C(=O)CN=C(c2ccccc2)c2cc(Br)ccc21	10.5%	1.0%	-2.3%	x	-5.9%	9.8%	-12.7%	1.7%
O=C1N(CN2CCOCC2)c2ccccc2C1(O)c1c[nH]c2ccccc12 (stereo unspecified)	-1.4%	6.5%	-0.4%	-8.7%	5.4%	-6.3%	-2.0%	4.4%
O=C1CC(c2ccccc2Br)c2c(c3ccccc3oc2=O)O1 (stereo unspecified)	-8.7%	x	-2.6%	x	1.0%	-1.3%	x	-9.9%
CC(C)OC(=O)C1C(=O)NC2(C)CC1c1ccccc1O2 (stereo unspecified)	-2.9%	4.5%	1.3%	-10.7%	7.4%	-11.6%	x	-3.9%
CC(C)(C)P(=O)(NCc1ccccc1)c1ccccc1 (stereo unspecified)	-7.7%	10.0%	-1.9%	1.9%	-1.0%	-3.9%	x	-5.5%
C=CCn1c(O)c(C(C)=NCc2ccco2)c(=O)[nH]c1=O	-7.4%	1.5%	-3.6%	1.2%	-7.9%	-6.3%	x	u

Compounds from the list above with fluorine (six):
SMILES	Tau fluor cs	GLA spleen mod	TR SRC2 fluor cs	ALDH1A1 block	TRb-SRC2 inh	Tau fibril ThT	L3MBTL1 inh	Tau FP inhib
Cn1c(SCC(=O)Nc2ccccc2F)nc2c([nH]c3ccccc32)c1=O	-4.2%	x	u	x	-2.2%	13.2%	x	-3.5%
O=C(Nc1ccc2c(c1)OCO2)c1cccn(Cc2ccc(F)cc2)c1=O	u	x	-0.3%	x	7.3%	-11.1%	x	-4.9%
Cc1nn(Cc2ccc(Cl)cc2Cl)c(Cl)c1C(=O)Nc1ccc(OC(F)F)cc1	-7.1%	-0.4%	-0.3%	8.6%	3.8%	3.3%	6.5%	-2.8%
CC(C)CCN1CCN(Cc2c(F)cccc2Cl)CC1CCO (stereo unspecified)	-9.2%	-5.3%	-1.5%	11.8%	-0.6%	-4.4%	-0.5%	-16.3%
OC(c1ccncc1)(c1ccc(F)cc1)c1ccc(F)cc1	1.5%	-8.8%	-5.0%	12.9%	1.8%	5.8%	2.3%	4.9%
O=C1NC(=S)N(c2ccc(F)cc2)C(=O)/C1=C\c1ccoc1	-20.6%	0.3%	7.2%	u	12.9%	17.8µM*	x	u
